# TLR4 MyD88 comp: blocks binding of human TLR4 to MyD88 | O00206+Q99836 | HeLa CL3-4 TLR4/MyD88 BLA complementation, FRET ratio | inhibition, % at 8.4 µM | 200,000 compounds, 0.18% hits; in the data active means inhibition above about 25%;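 further: 0% = vehicle and 100% = reference inhibitor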
# Diaphorase inh: inhibits diaphorase or chemically oxidizes, flagging diaphorase assay artifacts; diaphorase resazurin-to-resorufin fluorescence, NADH, 16 min; bacterial (C. kluyveri) enzyme, not human; inhibition, % at 20 µM; 190,000 compounds, 0.69% hits; AID 1217;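 active means primary screen inhibition at 20 µM above a set limit, cut at about 50% in these data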;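 further: plate controls were DMSO with full reaction for no effect and wells lacking NADH for full effect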
#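 controls = No-NADH positive control and DMSO neutral control | system = Clostridium kluyveri diaphorase enzyme | timing = reaction incubation of 16 min at room temperature | signal = resorufin fluorescence 544/590 nm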
# Hsp70 act: Hsp70 transcriptional activation, primary screen | 200,000 compounds, 0.04% hits | activation, % at 10 µM | HeLa Hsp70 promoter luciferase reporter, luminescence; scaled: vehicle 0, proteasome-inhibitor control 100%;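 active means activation above the mean across all tested compounds plus 3 SD, cutoff set per campaign, cut at about 5.5% in these data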;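 further: 100% = MG132 at 30 µM as the positive control and 0% = DMSO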
# PMI act: phosphomannose isomerase (human) activation; P34949; purified human PMI, coupled resazurin fluorescence, 20 min; stronger effect = higher value; 1 = vehicle control, 0 substrate-free wells; activation factor at 20 µM; 190,000 compounds, 0.005% hits; AID 1214;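 active means activation factor of 2 or more at 20 µM, relative to plate controls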
# Target sequence (P34949 whole entry, looked up): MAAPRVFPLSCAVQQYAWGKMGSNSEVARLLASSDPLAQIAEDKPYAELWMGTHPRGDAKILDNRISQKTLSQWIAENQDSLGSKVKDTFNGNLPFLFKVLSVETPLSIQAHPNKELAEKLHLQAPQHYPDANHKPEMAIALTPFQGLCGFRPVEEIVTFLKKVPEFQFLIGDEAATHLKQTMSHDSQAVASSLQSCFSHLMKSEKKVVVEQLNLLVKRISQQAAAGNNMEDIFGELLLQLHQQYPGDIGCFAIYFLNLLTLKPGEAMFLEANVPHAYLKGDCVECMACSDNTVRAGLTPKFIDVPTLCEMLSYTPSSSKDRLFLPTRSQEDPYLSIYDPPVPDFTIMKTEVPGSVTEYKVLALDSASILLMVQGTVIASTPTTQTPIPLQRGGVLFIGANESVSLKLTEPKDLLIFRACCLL
# S1P3 antagonist: S1P3 (human) receptor antagonism. AID 485. inhibition, % at 4.98 µM. 170,000 compounds, 0.27% hits. CHO S1P3 NFAT-BLA reporter, FRET fluorescence, antagonist mode. Q99500;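 active means inhibition above the plate cutoff, the mean inhibition of test wells on that plate plus 3 SD, cut at about 28% in these data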;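 further: cells challenged with S1P at its EC80 of 0.8 µM; blue over green emission ratio from cleaved BLA substrate after 4 h stimulation; 0% = S1P-stimulated wells and 100% = unstimulated DMSO-only wells; some compounds past the cut are filed as inactive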
# Target sequence (Q99500 whole entry, looked up): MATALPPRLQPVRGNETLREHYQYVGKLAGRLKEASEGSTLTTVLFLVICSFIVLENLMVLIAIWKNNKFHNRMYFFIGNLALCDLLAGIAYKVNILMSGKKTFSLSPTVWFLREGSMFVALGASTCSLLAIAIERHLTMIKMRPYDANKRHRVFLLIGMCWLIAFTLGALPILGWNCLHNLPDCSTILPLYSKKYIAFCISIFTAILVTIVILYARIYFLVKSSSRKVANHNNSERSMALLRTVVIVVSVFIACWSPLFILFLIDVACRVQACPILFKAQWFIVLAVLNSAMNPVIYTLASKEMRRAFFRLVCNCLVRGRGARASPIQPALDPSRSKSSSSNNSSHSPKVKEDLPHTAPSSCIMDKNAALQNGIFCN
# Lmaj promast: inhibitors of Leishmania major promastigote growth | Leishmania major promastigotes, resazurin fluorescence viability | inhibition, % at 10 µM | 200,000 compounds, 9% hits;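 further: promastigotes grown with compound for 44 hours at 28 °C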
# G6PDH CS: L. mesenteroides G6PDH inhibition counter-screen; Purified L. mesenteroides G6PDH, diaphorase/resazurin coupled fluorescence, 45 min; inhibition, % at 5 µM; 200,000 compounds, 0.12% hits; AID 1020
# DTT redox prof: compounds producing H2O2 with reducing agent – biochemical, NIH compound library profiling, artefact control for MLSCN library redox annotation, primary screen. DTT-dependent redox cycling H2O2, phenol red/HRP absorbance; 100% = 100 µM peroxide control, 0% = buffer. 200,000 compounds, 0.03% hits. activation, % at 10 µM;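 active means activation of at least 50% relative to the plate's high and low controls in the primary single-dose screen; inactive means activation below 50%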;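 further: compound incubated with DTT at 0.8 mM final as the reducing agent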
# PMI act hi M6P: activators of human phosphomannose isomerase at near-saturating mannose 6-phosphate; coupled PMI enzyme assay, resazurin fluorescence, 20 min; stronger effect = higher value; 1 = untreated enzyme, 0 = substrate-free blank; 190,000 compounds, 0.34% hits; P34949; AID 1216; activation factor at 20 µM;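 active means activation factor of 2 or more at 20 µM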
#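 Test system: human PMI in coupled enzyme assay; Input: PMI at 15 ng/mL final; Medium: HEPES buffer, pH 7.4; Schedule: 20 min incubation at room temperature; Technique: resorufin fluorescence at Ex 544/Em 590 nm; Compound: 20 µM single dose; Probe or stimulus: Near-saturating mannose-6-phosphate, 1.0 mM.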
# Diaphorase act: counter-screen for diaphorase-based assays: diaphorase activators and chemical reducers; Diaphorase/resazurin coupled assay, resorufin fluorescence, 16 min; stronger effect = higher value; 1 = vehicle wells, 0 = NADH-free wells; activation factor at 20 µM; 190,000 compounds, 0.005% hits; AID 1229;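 active means diaphorase activity raised at least twofold by the compound at 20 µM; inactive means activation factor below 2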
#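 Test system: Clostridium kluyveri diaphorase, purified enzyme; input: enzyme 0.07 U/mL final; buffer or medium: 50 mM HEPES pH 7.4 with 4.542 mM MgCl2, 0.005% Tween 20; also added: 0.114 mM NADH and 0.1 mM resazurin, final amounts; schedule: 16 min enzyme reaction, ambient temperature; technique: fluorescence of resorufin, 544 nm excitation, 590 nm emission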
# RAM inhibit: blocks the yeast RAM network; S. cerevisiae dse1pr::URA3 reporter, 5-FOA growth OD615, 2 d; analog-sensitive cbk1-as2 kinase mutant strain; inhibition, % at 50 µM; 190,000 compounds, 1.8% hits;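 active means inhibition above a set limit, 3 SD over mean compound inhibition, cut at about 8.4% in these data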;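 further: 0% = DMSO-only wells with no growth and 100% = 10 µM 1-NA-PP1 full growth; inhibition rescues growth on 5-FOA so higher OD means more RAM inhibition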
# * marks the source's active call; other numbers are inactive results; . = not tested or not shown. Unless noted, no stated cut-off is given here; in the data, active means inhibition above about 50%; inactive means the rest. Rows are unselected; overall some 12% were active at least once.
SMILES,TLR4 MyD88 comp,Diaphorase inh,Hsp70 act,PMI act,S1P3 antagonist,Lmaj promast,G6PDH CS,DTT redox prof,PMI act hi M6P,Diaphorase act,RAM inhibit
Nc1cc(N2CCOCC2)c(Cl)cc1[N+](=O)[O-],12,15,-0.1,0.9,2,9,15,-0.1,0.8,0.9,0.4
COc1ccc(S(=O)(=O)Cc2ccc(C(=O)N3CCCC3)o2)cc1,-4,-18,-0.1,1.2,-22,-4,13,0.1,1.1,1.2,2.2
Cc1cc(NC(=O)CSc2nc3cc(C(=O)NCCCOC(C)C)ccc3c(=O)n2Cc2ccco2)no1,2,3,-0.3,0.9,-12,0,6,-0.6,0.8,1,1.9
COc1cc(NS(=O)(=O)c2ccc(Br)cc2)c(OC)cc1NC(=O)c1ccco1,7,22,0.0,0.8,4,91*,7,-0.8,0.8,0.8,4.0
Clc1cccc(-c2cc3nc4c(c(N5CCN(c6cnccn6)CC5)n3n2)CCCC4)c1,-7,21,0.4,0.9,.,62*,6,0.2,0.9,0.8,0.9
CC(C)(C)C(=O)COC(=O)CCc1nc2ccccc2[nH]c1=O,4,-3,-0.3,1,-17,-10,18,-0.8,0.9,1,0.7
NC(=O)C1(N2CCCCC2)CCN(C(=O)c2cccn3c(=O)c4cc(Cl)ccc4nc23)CC1,-1,26,0.0,0.9,.,13,-2,3.5,0.8,0.7,0.5
NC(=O)N/N=C/C=C/c1ccccc1,9,-2,0.3,1,-7,4,8,-1.7,1,1,1.5
Cc1cccc(NC(=O)c2c(-c3ccccc3)noc2C)n1,5,23,0.2,1.1,-5,3,2,-0.1,1.1,0.8,-0.4
COc1ccc(-c2cc(C(F)(F)F)nc(SCC(=O)N3CCOCC3)n2)cc1OC,1,-4,-0.3,0.9,16,5,5,0.5,1,1,5.2
CCn1c(=O)cc(SCC(=O)NCc2ccco2)c2ccccc21,-6,-1,-0.1,1,26,9,7,0.0,1,1,2.3
Cc1ncoc1C(=O)N1CCCC(C(=O)c2ccc(-c3ccccc3)c(F)c2)C1 (stereo unspecified),0,22,-0.1,0.8,8,1,15,-0.8,0.8,0.8,0.0
Cc1nnc(Cl)c2nn(-c3ccccc3)c(C)c12,3,-6,-0.3,1.1,2,-5,11,0.5,1.1,1.1,0.6
O=C(Cn1cnc2c(cnn2-c2ccc(Cl)cc2)c1=O)N1CCN(c2ccccc2)CC1,-3,-17,0.0,1.1,-1,-5,1,0.0,1.1,1.2,3.0
CCOc1ccc(-n2nnc3c(=O)n(CC(=O)N4CCCc5ccccc54)cnc32)cc1,-20,16,-0.3,0.9,-27,55*,-59,-0.5,1,0.8,3.5
COc1ccc(OC)c(CN2C(=O)CCC2(C)C(=O)NC2CCCCCC2)c1 (stereo unspecified),-8,7,-0.1,1,-2,-5,2,0.8,1,0.9,2.5
Cc1cc(C(=O)CN2CCC(C)CC2)c(C)n1-c1ccccc1F,-6,24,-0.3,0.9,-2,50,15,0.6,0.9,0.8,-0.8
COc1ccc(C2=NN(c3nc(C)cc(C)n3)C(=O)C2)cc1,-14,26,-0.2,0.7,14,7,17,-0.9,0.5,0.7,0.7
CN(C)S(=O)(=O)N1CCCC(C(=O)c2ccc(-c3ccccc3)c(F)c2)C1 (stereo unspecified),-2,11,-0.2,0.9,-1,2,12,-0.5,1,0.9,6.7
COC(=O)c1cccc(NC(=O)CSc2nnc(COc3cccc(C)c3)n2C)c1,-1,13,0.4,1,7,4,4,2.8,1,0.9,1.8
O=C(c1ccoc1)N1CCC(CO)(CCc2ccccc2)CC1,-10,9,-0.3,0.9,1,-4,6,-1.2,0.9,0.9,0.8
Cc1ccc(-c2cc(C(=O)NCc3ccccn3)c3ccccc3n2)cc1C,-18,21,-0.2,0.9,.,88*,-31,2.2,0.9,0.8,1.4
Oc1ccc(/C=N/NC(=S)N/N=C/c2ccc(O)cc2)cc1,2,12,-0.3,1,13,5,-3,-0.8,1.1,0.9,0.7
CCN(NC(=O)C(O)(c1ccccc1)c1ccccc1)C(=O)c1ccccc1,-6,16,0.5,1,11,-5,14,-0.2,1,0.8,-0.1
N#CC1=C(N)OC2=C(C(=O)CCC2)C1c1ccccc1 (stereo unspecified),0,8,0.3,1,21,5,4,0.1,0.9,0.9,1.6
COc1ccccc1NS(=O)(=O)c1ccccc1C#N,-12,4,0.0,1,-21,1,2,3.5,1,1,1.9
CCOC(=O)c1sc(C)c2c1NC(C)(c1cccs1)NC2=O (stereo unspecified),-2,20,-0.4,0.8,-25,10,-21,0.6,0.8,0.8,2.3
NC(=O)N/N=C/c1c(F)c(F)c(F)c(F)c1F,14,12,0.0,1,5,-6,4,-0.1,1,0.9,2.8
CCOC(=O)C(C)(C)Sc1nc2c(cnn2-c2ccc(Cl)cc2)c(=O)[nH]1,-10,13,-0.1,0.9,49,15,3,-1.2,1,0.9,14*
COC(=O)CC1C(=O)NCCN1C(=O)Nc1ccccc1 (stereo unspecified),4,7,-0.1,1,-11,-4,-3,0.1,1,0.9,1.4
COC(=O)c1ccc(NC(=O)N2CCOCC2)cc1,-1,5,-0.4,1.1,-25,2,2,0.3,1.1,0.9,0.5
CCOC(=O)C1=C(C)NC(C)=C(C(=O)OCC)C1C(=O)OC1CCOC1=O (stereo unspecified),-2,14,0.3,0.9,-33,-4,4,0.4,0.9,0.9,-1.1
Cn1c(=O)c2c(nc(CN3CCC(C(N)=O)CC3)n2Cc2ccccc2F)n(C)c1=O,0,22,0.3,0.9,-9,1,2,-2.9,0.9,0.8,4.9
Cc1nn(Cc2ccccc2Cl)c(C)c1NC(=O)c1cc(-c2ccc(F)cc2)on1,-2,2,-0.2,1,10,-4,-29,3.5,1,1,1.8
CC1CCCN(C/C(O)=C(\C#N)c2nc3ccccc3[nH]2)C1 (stereo unspecified),-2,7,-0.3,1,-46,0,-2,0.4,1,0.9,0.0
CCOc1cc(N2CCOCC2)c(OCC)cc1NC(=O)CN1C(=O)C2CC=CCC2C1=O (stereo unspecified),-4,1,-0.5,1,7,-6,5,-0.3,0.7,1,0.5
COc1ccc2[nH]cc(C(=O)CN3CCC(C)CC3)c2c1,-1,9,0.1,1,8,4,-2,-1.1,1,0.9,-0.1
CC(C)OC(=O)c1ccc(N)cc1,-3,9,0.0,1,-6,-5,6,-0.2,1.1,0.9,0.2
Cc1cccc(NC(=S)NNC(=O)CCn2cc(C)cn2)c1,11,14,-0.4,0.9,.,-4,15,-3.2,0.9,0.9,-0.6
CCOC(=O)c1c(C)oc2cc(Br)c(O)c(Br)c12,8,11,-0.1,0.9,-2,-7,-14,-1.2,0.9,0.9,-2.1
C/C(CC(=O)Nc1ccccn1)=N\NC(=O)c1ccc(C)cc1,8,7,-0.1,0.9,-14,-4,-10,-0.1,1,0.9,0.1
CCC(=O)NC(=S)N1CCN(c2ccc([N+](=O)[O-])cc2Cl)CC1,-11,10,-0.2,1,.,2,5,-3.7,1,0.9,2.7
Cc1cc(C#N)c2ccccc2n1,2,-7,-0.2,1,-9,-5,2,2.0,1.1,1.1,1.9
COC(=O)c1c(NC(C)=O)sc(C)c1C,5,7,-0.1,1.1,1,-3,-20,-0.2,1.1,0.9,-0.8
Cc1nn(C)c(C)c1NC(=O)Nc1ccc(Cl)c(Cl)c1,6,10,-0.1,0.9,5,-4,-3,0.3,1,0.9,0.8
COc1ccc(NC(=O)c2cc3n(n2)C(C(F)(F)F)CC(c2ccc(OC)cc2)N3)cc1 (stereo unspecified),-17,9,-0.3,1,.,-4,7,1.4,1,0.9,5.8
COc1cc(CCC(=O)OCC(=O)NCC2CCCCC2)cc(OC)c1OC,5,-5,-0.1,1.1,-19,-3,10,0.3,1.1,1,-1.0
O=C(CN1C(=O)c2ccccc2C1=O)Nc1cccnc1,-3,12,0.1,1,-3,-3,-4,2.8,1,0.9,2.2
Cc1ccc(CCNC(=O)C2CCC(=O)N2C(C)C)cc1 (stereo unspecified),9,7,0.0,0.9,-17,-5,-4,0.3,1,0.9,1.1
CN1CCC(OC(=O)c2cccc(Cl)c2)CC1,-2,3,0.3,1.2,-13,11,8,0.4,1.2,1,2.5

# A different layout for part of the listing above.
smiles	TLR4 MyD88 comp	Diaphorase inh	Hsp70 act	PMI act	S1P3 antagonist	Lmaj promast	G6PDH CS	DTT redox prof	PMI act hi M6P	Diaphorase act	RAM inhibit
NC(=O)N/N=C/c1c(F)c(F)c(F)c(F)c1F	14	12	0.0	1	5	-6	4	-0.1	1	0.9	2.8
O=C(Cn1cnc2c(cnn2-c2ccc(Cl)cc2)c1=O)N1CCN(c2ccccc2)CC1	-3	-17	0.0	1.1	-1	-5	1	0.0	1.1	1.2	3.0
Cc1cccc(NC(=O)c2c(-c3ccccc3)noc2C)n1	5	23	0.2	1.1	-5	3	2	-0.1	1.1	0.8	-0.4

# More structures
SMILES,TLR4 MyD88 comp,Diaphorase inh,Hsp70 act,PMI act,S1P3 antagonist,Lmaj promast,G6PDH CS,DTT redox prof,PMI act hi M6P,Diaphorase act,RAM inhibit
CCn1c(C(C)NC(=O)c2ccc(OC)c(OC)c2)nc2ccccc21 (stereo unspecified),-9,6,-0.1,1,.,12,8,-0.2,1,0.9,-0.1
Cc1cccc(C)c1Nc1c(-c2ccc(N3CCOCC3)cc2)nc2ncccn12,6,15,0.0,0.9,5,42,24,0.5,0.8,0.9,-0.4
CN(CCc1cnn(C)c1)Cc1cn[nH]c1-c1ccc(-c2ccccc2)cc1,-3,2,-0.5,1,-10,90*,7,0.4,1.1,1,0.0
Cc1cc2cc(CCNC(=O)CC(C)C)c(=O)[nH]c2cc1C,-28,12,-0.3,0.9,-29,-2,-6,-0.3,1,0.9,2.0
Cc1ccc(OCCCC(=O)Nc2ccc(N3CCOCC3)cc2)c(C)c1,7,2,-0.3,1,-4,0,-26,2.0,1,1,3.8
CCSc1nc2c(c(=O)[nH]1)C(c1cccnc1)C(C(=O)OC(C)C)=C(C)N2 (stereo unspecified),3,4,-0.3,1.2,.,56*,0,0.1,1,1,0.9

# Screening results deposited in PubChem BioAssay by several laboratories.
